# 3T3 cytotox = kills NIH 3T3 cells; Potency, µM (top dose mostly 96.7 µM), for the others: at the highest dose activity change, negative = cytotoxicity, usual class: inhibitors; AID 1345082; actives 4.3% (n = 94,000); NIH 3T3 viability, CellTiter-Glo ATP luminescence, 48-72 h; note: potency is the fitted concentration of half-maximal effect; nearly all actives have a fitted effect of over 55% in size
#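 Cytotoxicity is measured as loss of cellular ATP: NIH 3T3 cells (400/well) are exposed to compound for 48 or 72 hr at 37 °C, then CellTiter-Glo luminescence is imaged after 10 min at room temperature.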
# GPT2 inh = inhibitors of human GPT2 alanine aminotransferase; Potency, µM (doses to about 57.7 µM), for inactives: top-dose activity change, negative = inhibition, actives largely listed as inhibitors; AID 1671188; Q8TD30; Recombinant GPT2, coupled pyruvate oxidase/HRP Amplex Red fluorescence; actives 0.25% (n = 100,000); note: potency is the fitted concentration of half-maximal effect; nearly all actives have a fitted effect of over 60% in size; many of its hits are not listed in these tables
# Target sequence (Q8TD30 whole entry, looked up): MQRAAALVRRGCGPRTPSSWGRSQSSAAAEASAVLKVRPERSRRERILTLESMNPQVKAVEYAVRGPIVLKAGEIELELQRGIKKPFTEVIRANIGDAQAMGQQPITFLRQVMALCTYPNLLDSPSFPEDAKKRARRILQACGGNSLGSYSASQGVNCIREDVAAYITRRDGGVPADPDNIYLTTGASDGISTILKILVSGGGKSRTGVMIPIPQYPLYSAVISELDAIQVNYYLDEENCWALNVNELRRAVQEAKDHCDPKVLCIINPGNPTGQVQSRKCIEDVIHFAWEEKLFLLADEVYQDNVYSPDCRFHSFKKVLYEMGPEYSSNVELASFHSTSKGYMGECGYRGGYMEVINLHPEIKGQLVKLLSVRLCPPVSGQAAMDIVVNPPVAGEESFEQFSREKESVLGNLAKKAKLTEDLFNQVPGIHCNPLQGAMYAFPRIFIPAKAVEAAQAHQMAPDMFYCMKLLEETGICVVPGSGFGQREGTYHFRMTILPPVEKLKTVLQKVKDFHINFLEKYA
#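 Fluorescence read-out: pyruvate from GPT2 turnover coupled to pyruvate oxidase, HRP and Amplex Red (0.2mM ThPP, 0.2U/mL PO and HRP, 50uM Amplex final). Substrates 250uM a-KG, 2mM L-alanine; enzyme 10ng/uL; 30 min RT.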
# FLuc inh = inhibitors of firefly (Photinus pyralis) luciferase | Potency, µM (series often up to 115 µM), inactives show at the top dose activity change, negative = inhibition, actives largely listed as inhibitors | purified P. pyralis luciferase, luminescence, biochemical | P08659 | AID 1347043 | actives 2.5% (n = 76,000); note: potency is the fitted concentration of half-maximal effect; nearly all actives have a fitted effect of over 65% in size
#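 Purified P. pyralis luciferase (10nM final) in 50mM Tris acetate pH 7.5, 10mM Mg acetate, 0.01% Tween-20, 0.05% BSA with 10uM D-luciferin and 10uM ATP. Compounds titrated qHTS. Luminescence imaged on CCD.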
# HEK293 tox = HEK 293 cell cytotoxicity. HEK 293 viability, ATP luminescence (CellTiter-Glo), 48-72 h. actives 6.6% (n = 94,000). Potency, µM (titrated, usually from 115 µM), for inactives: at the highest dose activity change, negative = cytotoxicity, actives largely listed as inhibitors; note: potency is the fitted concentration of half-maximal effect; nearly all actives have a fitted effect of over 60% in size
#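 Cells seeded first (HEK 293, 250 cells/well), then compound added by pintool. Incubation ran 48 or 72 hr at 37 degree Celsius. CellTiter-Glo was added and luminescence imaged after 10 min at room temperature.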
# IP6K1 inhibitor = IP6K1 kinase inhibition | Q92551 | actives 0.81% (n = 140,000) | activity change, % (series mostly up to about 58 µM) | IP6K1 kinase, ADP-Glo luminescence, 2 h; stronger effect = lower value; in the data active = activity change below about -25%
# Target sequence (Q92551 whole entry, looked up): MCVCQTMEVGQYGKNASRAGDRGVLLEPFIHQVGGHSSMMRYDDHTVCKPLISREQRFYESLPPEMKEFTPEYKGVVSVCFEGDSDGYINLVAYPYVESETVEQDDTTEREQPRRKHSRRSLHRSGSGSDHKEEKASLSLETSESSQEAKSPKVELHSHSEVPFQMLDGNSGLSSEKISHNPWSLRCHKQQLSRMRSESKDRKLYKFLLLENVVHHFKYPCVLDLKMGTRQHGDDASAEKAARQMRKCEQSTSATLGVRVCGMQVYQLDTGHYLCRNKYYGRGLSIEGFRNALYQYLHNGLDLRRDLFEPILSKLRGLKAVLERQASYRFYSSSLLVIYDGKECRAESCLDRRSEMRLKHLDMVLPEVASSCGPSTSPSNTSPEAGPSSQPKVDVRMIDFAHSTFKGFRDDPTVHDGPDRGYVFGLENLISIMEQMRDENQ
#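 ADP-Glo luminescence measures ADP made by human IP6K1 during a 2 h RT reaction with ATP/IP6 (mix at 1.3 mM/130 uM); top library doses 57.5 and 19.1 uM final.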
# HEK293 viab = counter-screen for SNCA expression inhibitors: cell viability; AID 1671193; HEK-293-SNCA-luc viability, GF-AFC fluorescence, 24 h; actives 0.12% (n = 150,000); Potency, µM (doses to about 57.1 µM), inactives show top-dose activity change, negative = cytotoxicity, usual class: cytotoxic;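 note: potency is the fitted concentration of half-maximal effect; 0% = DMSO-treated cells and -100% = medium-only wells without cells; nearly all actives have a fitted effect of over 30% in size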
#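 HEK-293-SNCA-luc cells (1500/well) plated 24 h, then exposed 24 h to a dilution series; GF-AFC added 30 min at 37C, fluorescence 405/540 nm; normalised to medium-only and DMSO wells, Hill fit.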
# SNCA expr inh = reduces expression of the alpha-synuclein gene; actives 0.17% (n = 140,000); Potency, µM (titrated, usually from 57.2 µM), inactives show at the top dose activity change, negative = inhibition, actives largely listed as inhibitors; HEK-293 SNCA-luciferase knock-in, luminescence, 24 h;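 note: potency is the fitted concentration of half-maximal effect; plate controls were DMSO cells for no effect and cell-free wells for full effect; nearly all actives have a fitted effect of over 45% in size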
# Active calls of the source: *; i = inactive; ? = inconclusive; . = not tested or not shown; [ ] = dose if it differs, or a comment. Unless noted, calls come from the whole dose curve; as a rule, active = well fitted curve in the direction sought with a large enough effect; inconclusive = small, poorly fitted or top-dose-only effect, or another doubt; inactive = no such curve, though single readings can be large; an effect the other way counts as inactive or inconclusive. Unless noted, % is set by controls: 0 for no effect and ±100 for the full control effect. These rows are one share of the data; rates above refer to the full screens.
# Order of values: SNCA expr inh, IP6K1 inhibitor, FLuc inh, HEK293 viab, HEK293 tox, GPT2 inh, 3T3 cytotox
COc1cc(OC)c(OC)cc1CNc1sc2c(c1C(=O)Nc1ccccc1OC)CCC2
 : -4.8%, 24.2, ., 4.4%, ., ., .
CCCC(=O)Nc1cc(C(=O)NCc2ccc(OC)cc2)ccc1S(=O)(=O)c1ccc(Cl)cc1
 : 44.9%[activator], -2.0, ., -19.8%, ., ., .
Cc1nocc1C(=O)N1C[C@@H](COCC2CC2)[C@H](c2ccccn2)C1
 : -2.3%, 3.2, 2.2%, -7.5%, 3.3%, 2.2%, 0.6%
CCOc1cccc(CNC(=O)c2noc(-c3ccc(F)cc3)n2)c1
 : 3.5%, -6.7, -20.1%, -12.2%, ?, 2.6%, ?
Cc1ccc(C)c(Cn2nc(C)n3c(cc4cc(C)ccc43)c2=O)c1
 : 4.8%, -3.5, ., 0.8%, ., ., .
Cc1ccc(OCC(=O)N2CCC(Cc3nc(-c4ccccc4)no3)CC2)cc1
 : -7.4%, 1.7, -14.5%, -23.4%, 39.8µM*, i, ?
COc1cccc(CNC(=O)c2cc(-c3cccc(C(F)(F)F)c3)c3nncn3n2)c1
 : 8.7%, 3.5, ., -20.9%, ?, ?, -12.5%
COc1ccc(-c2cn3cc(C(=O)NC4CCCCCC4)nc3s2)cc1
 : -9.3%, 10.6, ., -0.5%, -26.3%, 0.3%, -26.4%
O=C1CN(C(=O)c2cccc(-n3cnnc3)c2)CCN1Cc1cccc(F)c1
 : -8.2%, 10.9, -0.9%, 1.8%, 1.4%, -5.1%, -15.8%
CCOC(=O)C1CCCCN1S(=O)(=O)c1csc(C(N)=O)c1 (stereo unspecified)
 : 13.3%, -6.9, ., 7.7%, ., ., .
CCOC(=O)c1c(C)oc2nc(C)nc(N3CCN(c4cccc(C(F)(F)F)c4)CC3)c12
 : -4.5%, -11.2, ., 6.6%, ., ., .
C[S+](=O)([O-])N1CCC2(CC1)CC(c1ccccc1)=NO2
 : 142.8%[activator][87.6 µM], -10.4, ., 0.2%[87.6 µM], i, -16.3%[88.5 µM], 1.3%[138 µM]
CN(C(=O)CN1C(=O)NC2(CCC(C(C)(C)C)CC2)C1=O)c1ccccc1 (stereo unspecified)
 : 13.9%, -10.4, -8.4%, -0.2%, -18.7%, i, -25.6%
COC(=O)c1ccccc1NC(=O)Cn1nnc(-c2ccc(OC)cc2)n1
 : ?, -11.7, ., -26.1%, ., ., .
Cc1ccc(-n2nc(C)c3c(C)cc(=O)n(CC(=O)N4CCCc5ccccc54)c32)cc1
 : 5.8%, -13.4, ., -18.6%, ., ., .

# Sorted by heavy-atom count (descending): 4 of the compounds above
# Order of values: SNCA expr inh, IP6K1 inhibitor, FLuc inh, HEK293 viab, HEK293 tox, GPT2 inh, 3T3 cytotox
CCCC(=O)Nc1cc(C(=O)NCc2ccc(OC)cc2)ccc1S(=O)(=O)c1ccc(Cl)cc1
 : 44.9%[activator], -2.0, ., -19.8%, ., ., .
COc1cccc(CNC(=O)c2cc(-c3cccc(C(F)(F)F)c3)c3nncn3n2)c1
 : 8.7%, 3.5, ., -20.9%, ?, ?, -12.5%
Cc1ccc(OCC(=O)N2CCC(Cc3nc(-c4ccccc4)no3)CC2)cc1
 : -7.4%, 1.7, -14.5%, -23.4%, 39.8µM*, i, ?
O=C1CN(C(=O)c2cccc(-n3cnnc3)c2)CCN1Cc1cccc(F)c1
 : -8.2%, 10.9, -0.9%, 1.8%, 1.4%, -5.1%, -15.8%

# (list continues)
# Order of values: SNCA expr inh, IP6K1 inhibitor, FLuc inh, HEK293 viab, HEK293 tox, GPT2 inh, 3T3 cytotox
O=C([C@H]1CCCN1C(=O)Nc1ccc(Cl)cc1)N1CCC(N2CCOC2=O)CC1
 : -6.6%, -9.9, ., 1.4%, i, i, 3.8%
CCOc1ccc(C(=O)Nc2nnc(S(=O)(=O)Nc3ccccc3)s2)cc1
 : 46.6%, 0.0, ., -6.0%, ., ., .
CC1=C(C(=O)OC(C)C)C(c2ccc(C)cc2)CC(=O)N1Cc1cccc(C#N)c1 (stereo unspecified)
 : -19.7%, 8.7, 1.5%, 0.6%, 35.5µM*, -13.5%, ?
CCC(=O)N(CCC(c1ccccc1)c1ccc2c(c1)OCO2)Cc1ccc(OC(C)C)cc1 (stereo unspecified)
 : ?, 17.5, ., -8.6%, ., ., .
Cc1ccc(C)c(C(=O)N2CCOC(CCCc3ccccc3)C2)c1 (stereo unspecified)
 : 5.9%, 2.0, -10.6%, 8.1%, ?, ?, ?
Cc1ccc(CC(=O)N2CCN(c3cc(-c4ccccc4)[nH]n3)CC2)cc1
 : -36.0%, 4.9, 0.5%, -5.4%, ?, i, ?
CCC(C)NC(=O)C1(c2ccc(NS(C)(=O)=O)cc2)CCCCC1 (stereo unspecified)
 : 12.5%, 4.6, -3.9%, 4.1%, -8.9%, -8.1%, 0.8%
CCc1cccc2c(C(CC(=O)NC(C)C(C)C)c3ccc(OC)c(OC)c3)c[nH]c12 (stereo unspecified)
 : 8.1%, 2.0, -2.3%, -4.7%, ?, -18.0%, ?
O=C(CCc1ccccc1)N1CCCC(CN2CCCC2)CC1 (stereo unspecified)
 : 1.3%, -7.2, -7.0%, -3.5%, -21.0%, i, ?
CN(C)[C@@H]1CN(C(=O)CCc2ccccc2)C[C@H]1CO
 : 30.2%, 6.1, -1.7%, -3.1%, -22.9%, 0.9%, 1.7%
O=C(c1ccc(Cl)nc1)N1CCCC(C(=O)N2CCC(N3CCOC3=O)CC2)C1 (stereo unspecified)
 : -20.3%, -1.5, ., 0.4%, -18.1%, i, -8.3%
Cc1noc(-c2ccccc2OC2CCN(C(=O)CC3CCCCC3)C2)n1 (stereo unspecified)
 : -29.1%, -5.0, 0.0%, -26.7%, ?, ?, ?
O=S(=O)(c1ccccc1)N1CC(c2nc(Cc3cccnc3)no2)C1
 : 16.2%, 14.2, ., -7.9%, 2.6%, -15.7%, -15.4%
CCC(C)NC(=O)CSCc1nc(-c2ccc(C)cc2)oc1C (stereo unspecified)
 : 65.1%[activator], -0.9, ., ?, ., ., .
c1ccc(-c2noc(-c3cncnc3Nc3ccc4c(c3)OCCO4)n2)cc1
 : -18.1%, 0.9, ?, -15.4%, 3.7%, -3.4%, -8.7%
Cc1nnc(CNC(=O)C2CCC(=O)N(CCN3CCOCC3)C2)o1 (stereo unspecified)
 : ?, 0.9, 9.9%, 3.7%, i, -10.2%, i
COc1cccc(NC(=O)C2CCCN2S(=O)(=O)c2ccc3c(c2)C(C)(C)C(=O)N3C)c1 (stereo unspecified)
 : -2.1%, -4.0, ., 1.0%, ., ., .
O=C(Nc1cccc(Cl)c1)c1cnc[nH]1
 : 48.1%[activator], 2.5, ., -11.0%, ., ., .
Cc1ccsc1C(=O)NC1CCc2nn(CC3CC3)c(=O)n2CC1 (stereo unspecified)
 : 6.3%, -6.5, -5.8%, -1.2%, i, i, i
COC(=O)c1cc2n(n1)CCN(C(=O)CCc1cccc(OC)c1)C2
 : 23.3%, 2.8, -7.4%, 15.2%, i, 1.9%, 3.6%
CCOc1cc(=O)n2c(c1C(=O)Nc1ccccc1OC)CCCC2
 : -16.3%, 10.8, 1.0%, 10.4%, -24.1%, 1.4%, -29.0%
COc1cccc(CN2Cc3nc(Oc4ccccc4)ccc3OCC2=O)c1
 : -4.8%[87.6 µM], 10.0, -3.9%[172 µM], -11.1%[87.6 µM], ?, 1.0%[88.5 µM], ?
COc1ccc(-c2nc(C(C)C)nc3c2CCN(C(=O)c2ccc(C(F)(F)F)cc2)CC3)cc1
 : -2.3%, 2.4, 3.3%, -17.1%, 31.6µM*, -11.8%, 28.2µM*
CCOC(=O)c1cccc(NC(=O)N2CC[C@@H](CC(=O)NC3CC3)[C@@H](CC)C2)c1
 : 18.8%[87.6 µM], -4.0, -4.1%[172 µM], 3.5%[87.6 µM], -9.4%[172 µM], -4.3%[88.5 µM], 2.5%[138 µM]
CCNC(=O)c1c(C)oc2ncn(C)c(=O)c12
 : ?, 2.5, ., 22.1%, ., ., .
COc1cccc(CN2CCC[C@@H](O)[C@H](NC(=O)c3ccc(OCc4ccccc4)cc3)C2)c1
 : ?, -0.6, 4.5%, -20.9%, ?, i, 35.5µM*
COc1ccc(-c2cc(N3CCC(NC(=O)c4cc(Cl)ccc4F)CC3)n[nH]2)cc1
 : ?, 16.9, 8.6%, 8.9%, ?, -6.2%, -7.2%
CC(C)S(=O)(=O)N1CCC(N2CC(OCC3CC3)C23CCCCC3)CC1 (stereo unspecified)
 : -6.5%, 24.4, 3.3%, -13.0%, -25.7%, i, -23.5%
O=C(Nc1nccs1)c1ccc2c(c1)OCCN(c1ccccc1)C2
 : 23.6%[87.6 µM], -6.3, ?, 5.5%[87.6 µM], -25.7%[172 µM], -17.6%[88.5 µM], ?
O[C@@H]1CN(Cc2ccc(-n3cccn3)cc2)CC[C@H]1c1ccc(F)cc1
 : 3.0%, -2.3, 10.3%, -7.5%, 39.8µM*, i, -28.6%
COCCOc1cc(C)c2c(c1C)C[C@H](C(C)C(=O)NC(C)(C)C)CC2 (stereo partly specified)
 : 2.4%[87.6 µM], -13.5, 5.3%[172 µM], -9.0%[87.6 µM], ?, i, ?
Cc1ccc(NC(=O)CSc2n[nH]c(-c3ccc(F)cc3)n2)cc1F
 : 15.6%, -9.9, ., 10.8%, ., ., .
Cc1cn2c(=O)cc(CN3CC[C@@](C)(O)[C@@H](O)C3)nc2s1
 : 17.7%, -9.1, -17.3%, -3.8%, -23.9%, 4.4%, -18.8%
COc1ccc(F)cc1-c1cccc(C(=O)NCCN[S+](=O)([O-])CCC(F)(F)F)c1
 : -21.2%, -13.9, ., ?, 79.4µM*, i, ?
COc1c(-c2ccc(O)cc2)cc(OC)c2c1oc1cc(O)c(OC3OC(CO)C(O)C3O)cc12 (stereo unspecified)
 : ., 2.1, ., 9.5%[23.9 µM], ., i, .
Cc1cc(C)cc(Nc2nnc(-n3nc(C)cc3C)c3ccccc23)c1
 : -2.9%, -9.3, ., -10.5%, ., ., .
COc1ccc(NC(=O)Cn2ncc3c(C)n(Cc4cccc(Cl)c4)c(C)c3c2=O)cc1
 : -6.9%, -2.0, ., -6.0%, ., ., .
COCCCNC(=O)c1[nH]c2ccccc2c1Sc1ccc(C)cc1
 : -18.6%, 14.7, ., 3.5%, ., ., .
O=C(NC1CCN(c2ccc3nnc(-c4ccccc4)n3n2)CC1)C1CCCC1
 : ., -4.7, ., ., -13.6%, ., ?
O=C(COc1ccccc1F)OCc1cc(=O)n2nc(C3CC3)sc2n1
 : -5.0%, 4.4, ., 3.8%, ., ., .
CC(C)C1C(=O)Nc2ccc(S(=O)(=O)NCCc3ccc(Cl)cc3)cc21 (stereo unspecified)
 : -11.9%, 19.2, ., -0.1%, ., ., .
CCc1ccc(NC(=O)CN2CCSc3ccc(S(=O)(=O)N4CCCC4)cc32)cc1
 : ?, 20.2, ., ?, ., ., .

# Screening data deposited in PubChem BioAssay by National Center for Advancing Translational Sciences (NCATS).
